# Screening results deposited in PubChem BioAssay by Johns Hopkins Ion Channel Center.
# TMEM16A act: TMEM16A chloride channel activators or potentiators, primary screen, cell-based, HTS | AID 623877, 2012 | Anoctamin-1 (Mus musculus), Q8BHY3 | 340,000 tested, 0.3% active | HEK293 TMEM16A/YFP-H148Q/I152L, iodide quench fluorescence; hits give low values | B-score at 10 µM;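 active = fluorescence-ratio B-score plate-corrected deviation score at least 3 library SD below zero, with starting fluorescence score within 5 deviations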;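 note: channel opened by trigger with iodide after compound preincubation; score built on the fluorescence ratio of max minus min over baseline; more negative score means more quench and so TMEM16A activation or potentiation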
# MrgX1 PAM: positive allosteric modulators of MrgX1, primary screen, HEK293 cells, Fluo-4 calcium flux. FDSS; hits give high values. B-score at 10 µM. 310,000 tested, 0.63% active;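 active = plate-corrected calcium response at least 3 library SD above typical, normal starting fluorescence, not activating the receptor alone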;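 note: compound read alongside a low EC10 to EC30 dose of BAM8-22 agonist; peak minus trough fluorescence over baseline measured at the second addition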
# TRPC4 act: activators of mouse TRPC4 channel, primary screen, Fluo4 calcium, HEK293 TRPC4beta/mu-opioid cells. B-score at 10 µM. Fluo4 calcium fluorescence; hits give high values. Short transient receptor potential channel 4 (Mus musculus), Q9QUQ5. 310,000 tested, 0.49% active;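 active = B-score above 5 SD of library B-scores, and initial fluorescence ratio not above library mean plus 5 SD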;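 note: positive B-score marks a calcium rise read as TRPC4 activation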
# Target sequence (Q9QUQ5 whole entry, looked up): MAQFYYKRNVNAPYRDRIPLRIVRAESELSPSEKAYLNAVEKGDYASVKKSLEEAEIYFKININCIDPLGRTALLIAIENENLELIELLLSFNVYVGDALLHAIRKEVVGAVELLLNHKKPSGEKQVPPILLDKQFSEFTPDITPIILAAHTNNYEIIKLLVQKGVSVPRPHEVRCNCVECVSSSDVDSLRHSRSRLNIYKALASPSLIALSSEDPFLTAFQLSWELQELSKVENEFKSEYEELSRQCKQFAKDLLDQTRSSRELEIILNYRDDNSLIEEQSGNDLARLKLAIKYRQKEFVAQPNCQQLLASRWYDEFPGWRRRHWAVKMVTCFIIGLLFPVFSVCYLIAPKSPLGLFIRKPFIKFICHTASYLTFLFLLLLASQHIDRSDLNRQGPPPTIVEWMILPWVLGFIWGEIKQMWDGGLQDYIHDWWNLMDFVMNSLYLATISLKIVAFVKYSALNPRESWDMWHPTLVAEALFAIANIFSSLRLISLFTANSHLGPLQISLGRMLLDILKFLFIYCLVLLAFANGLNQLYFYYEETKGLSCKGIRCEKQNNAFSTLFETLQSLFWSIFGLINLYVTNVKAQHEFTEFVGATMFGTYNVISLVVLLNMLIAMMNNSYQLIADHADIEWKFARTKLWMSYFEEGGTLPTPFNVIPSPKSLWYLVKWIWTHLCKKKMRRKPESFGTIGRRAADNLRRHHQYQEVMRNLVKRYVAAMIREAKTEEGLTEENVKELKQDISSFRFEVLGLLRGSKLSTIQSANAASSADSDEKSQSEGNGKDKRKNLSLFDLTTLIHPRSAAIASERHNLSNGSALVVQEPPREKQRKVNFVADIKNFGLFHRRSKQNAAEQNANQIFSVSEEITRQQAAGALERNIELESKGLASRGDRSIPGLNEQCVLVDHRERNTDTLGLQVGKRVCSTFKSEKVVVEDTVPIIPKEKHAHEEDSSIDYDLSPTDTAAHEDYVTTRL
#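 Test system: HEK293 cells stably co-expressing mouse TRPC4beta and mu-opioid receptor | Schedule: Fluo4 dye loading 45 min at room temperature, 110 s recording | Measured by: Kinetic Fluo4 calcium fluorescence, 5 s baseline at 1 Hz | Evaluation: B score of integrated ratio | Controls: Buffer (low) and maximal DAMGO (high)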
# ANO1 block: TMEM16A chloride channel inhibitors, primary screen, cell-based, HTS. HEK293 TMEM16A/YFP iodide influx fluorescence, ionomycin. Anoctamin-1 (Mus musculus), Q8BHY3. normalized B-score (activity score, 25-100; higher = stronger inhibition) at 10 µM. AID 588511, 2011. 310,000 tested, 1.2% active;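 active = ratio plate-corrected score three or more library SD toward inhibition, starting fluorescence score within five deviations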;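 note: score derived from kinetic fluorescence span divided by baseline fluorescence per well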
# MrgX1 ag: agonists of human MrgX1 receptor, primary screen, HEK293 cells, Fluo-4 calcium flux. Mas-related G-protein coupled receptor member X1 (Homo sapiens), Q96LB2. Fluo-4 calcium fluorescence, agonist mode; hits give high values. B-score at 10 µM. 310,000 tested, 0.44% active. AID 588627, 2011;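 active = calcium response B-score plate-corrected fluorescence ratio at least 3 library SD, with starting fluorescence B-score inside 5 SD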
#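 Material: MrgX1-expressing HEK293 cells / Dosing: compound as first of three additions / Incubation: overnight seeding, then 1 h dark dye loading / Signal: Fluo-4 NW calcium fluorescence / Evaluation: B-scored fluorescence response ratio / Benchmarks: positive and negative control wells on each plate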
# TRPC6 inhibitor: mouse TRPC6 channel inhibitors, primary screen, cell-based, HEK293, membrane potential dye; Short transient receptor potential channel 6 (Mus musculus), Q61143; ACh-evoked depolarization; hits give low values; B-score at 10 µM; 310,000 tested, 1.1% active;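 active = B-score under library mean minus 3 SD, initial fluorescence not abnormally high, positive integrated signal ratio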;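 note: B-score derived from integrated fluorescence ratio over the kinetic read; more negative B-score means stronger inhibition of depolarization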
# TRPC4 PAM: positive allosteric modulators of TRPC4, primary screen, cell-based, mouse TRPC4beta, HEK293 mu-opioid, Fluo-4 calcium. 310,000 tested, 0.42% active. DAMGO EC20, Fluo-4 Ca2+ flux; hits give high values. Short transient receptor potential channel 4 (Mus musculus), Q9QUQ5. B-score at 10 µM;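 active = B-score of calcium response area above 5 SD of library B-scores, with initial fluorescence ratio within 5 SD of library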;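 note: B-score of integrated fluorescence ratio over time as area under calcium response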
# MrgX1 antag: antagonists of human MrgX1 receptor, primary screen, HEK293 cells, Fluo-4 calcium flux. Mas-related G-protein coupled receptor member X1 (Homo sapiens), Q96LB2. BAM8-22 antagonism; hits give low values. 310,000 tested, 1.3% active. B-score at 10 µM;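 active = calcium-response B-score plate-corrected more than 3 library SD below zero, starting fluorescence within 5 deviations, no agonist response on first addition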;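 note: peak minus trough fluorescence over baseline after final BAM8-22 challenge near maximal dose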
# TRPC4 block: inhibitors of mouse TRPC4 channel, primary screen, Fluo4 calcium, HEK293 TRPC4beta/mu-opioid cells; AID 2247, 2010; DAMGO-evoked Fluo4 calcium flux; hits give low values; B-score at 10 µM; 300,000 tested, 0.39% active;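 active = B-score over 3 SD under the library average, no early fluorescence shift, positive overall ratio signal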
#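 test system = HEK293 cells with stable TRPC4beta plus mu-opioid receptor expression | detection = Fluo4 Ca2+ flux fluorescence | read-out = integrated fluorescence ratio relative to baseline, converted to per-well B score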
# RGS4 block: RGS4 inhibitors, primary screen, cell-based, HEK293 M3R inducible RGS4, calcium flux; AID 463165, 2010; Fluo-4 calcium flux; hits give high values; triggered by carbachol at its EC20; 310,000 tested, 0.45% active; B-score at 10 µM;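 active = B-score, a plate-corrected calcium signal, over three deviations above library mean, with baseline fluorescence within five deviations of library mean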;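 note: RGS4 expression induced by doxycycline in cells with stable M3 receptor; B-score is computed from the integrated fluorescence ratio over baseline after carbachol; higher B-score means a larger calcium signal and so more RGS4 inhibition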
# TRPC6 activator: mouse TRPC6 channel activators, primary screen, cell-based, HEK293, membrane potential dye; Short transient receptor potential channel 6 (Mus musculus), Q61143; HEK293-TRPC6 membrane potential dye fluorescence; hits give high values; B-score at 10 µM; 310,000 tested, 0.13% active; AID 2550, 2010;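 active = B-score of the integrated fluorescence ratio above library mean plus 3 SD, and starting fluorescence ratio within library mean plus 5 SD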;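 note: higher score means more depolarization so channel activation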
# Active calls of the source: *; i = inactive; · = no result given. An unsorted share of the library, and some 5.8% of all compounds hit somewhere here.
SMILES,TMEM16A act,MrgX1 PAM,TRPC4 act,ANO1 block,MrgX1 ag,TRPC6 inhibitor,TRPC4 PAM,MrgX1 antag,TRPC4 block,RGS4 block,TRPC6 activator
S=C(Nc1ccc(Br)cc1)N1CCN(C2CCCCC2)CC1,i,i,i,i,i,i,i,i,i,i,i
O=C(c1cccc(-n2cnnn2)c1)N1CCOCC1,i,i,i,i,i,i,i,i,i,i,i
O=C(O)c1cccc(S(=O)(=O)N2Cc3ccccc3C2)c1,i,i,i,i,i,i,i,i,i,i,i
Cc1cccc(CS(=O)(=O)c2ncc(Cl)c(C(=O)NCc3ccc4c(c3)OCO4)n2)c1,i,i,i,i,i,i,i,i,i,i,i
CCCCN1C2CCCC1CC(NC(=O)c1cccc(Cl)c1)C2 (configuration not stated),i,i,i,i,i,i,i,i,i,i,i
CN1CCN(S(=O)(=O)c2ccc(Br)c3nsnc23)CC1,i,i,i,i,i,i,i,i,i,i,i
CCN(CC)C(=O)C1CCCN(Cc2sccc2C)C1 (configuration not stated),i,i,i,i,i,i,i,i,i,i,i
CCn1nnc2cc(C(=O)Nc3cc(OC)cc(OC)c3)ccc21,i,i,i,i,i,i,i,-8.75*,i,i,i
CC(C)(C)C1CCc2c(sc3nc(SCC(=O)O)nc(N)c23)C1 (configuration not stated),i,i,i,i,i,i,i,i,i,i,i
O=C(CSc1nc2ccccc2s1)Nn1cnnc1,i,i,i,i,i,i,i,i,i,i,i

# Only TRPC4 block, for some of the entries so far:
mol | TRPC4 block
CCCCN1C2CCCC1CC(NC(=O)c1cccc(Cl)c1)C2 (configuration not stated) | i
CN1CCN(S(=O)(=O)c2ccc(Br)c3nsnc23)CC1 | i

# More results
SMILES,TMEM16A act,MrgX1 PAM,TRPC4 act,ANO1 block,MrgX1 ag,TRPC6 inhibitor,TRPC4 PAM,MrgX1 antag,TRPC4 block,RGS4 block,TRPC6 activator
C#CCOCCOCCOCCNc1nc(N2CCN(C(=O)C([C@@H](C)CC)n3cc(C(N)CO)nn3)CC2)nc(N2CCN(C(=O)[C@H](CCC(=O)O)n3cc(C(N)Cc4ccc(O)cc4)nn3)CC2)n1 (some centres not stated),·,·,i,·,·,i,i,·,·,i,i
Cc1ccsc1C(=O)Nc1ccc(O)c(-c2nc3ccccc3s2)c1,i,i,i,i,i,i,i,i,i,i,i
O=C(Cc1ccccc1)NCC(=O)N1CCC2(CC1)NCCc1[nH]cnc12,i,i,i,i,i,i,i,i,i,i,i
O=C(Nc1cc(S(=O)(=O)N2CCOCC2)ccc1N1CCCC1)c1ccc2c(c1)S(=O)(=O)c1ccccc1C2=O,i,i,i,i,i,i,i,i,i,i,i
CC(=O)Nc1ccc(NC(=O)COC(=O)C2(c3ccc(Cl)cc3)CCCC2)cc1,i,i,i,i,i,i,i,i,i,i,i
COC(=O)CCSCc1cn2cc(Cl)ccc2n1,i,i,i,i,i,i,i,i,i,i,i
CCc1ccc2c(c1)/C(=C/C(=O)c1cccs1)C(=O)N2,i,i,i,i,i,i,i,i,i,i,i
OC(COC(c1ccc(F)cc1)c1ccc(F)cc1)CN1CCc2ccccc2C1 (configuration not stated),i,i,i,i,i,i,i,i,i,i,i
Cc1ccc(S(=O)(=O)N2CCN(C(=S)NCC3CCCO3)CC2)cc1 (configuration not stated),i,i,i,i,i,i,i,i,i,i,i
CCC[n+]1c(C)sc2c(OC)ccc(OC)c21,i,i,i,i,i,i,i,-5.5*,i,i,i
Cc1cc(C)cc(NC(=O)C2C3C=CC4(O3)C2C(=O)N(CCCN2CCCC2)C4C(=O)NC2CCCC(C)C2C)c1 (configuration not stated),i,i,i,i,i,i,i,i,i,i,i
CCN(CC)c1ccc2c(C)c(Cl)c(=O)oc2c1,i,i,i,i,i,i,i,i,i,i,i
Cc1nc2c(C)cccn2c(=O)c1NC(=O)c1ccc(Br)o1,i,i,i,i,i,i,i,i,i,i,i
Cc1cc(=O)n(CC(=O)NC2CC2)c2c1c(C)nn2-c1ccccc1,i,i,i,i,i,i,i,i,i,i,i
O=c1c2c(-c3ccc([N+](=O)[O-])cc3)csc2nc2n1CCC2,i,i,i,i,i,i,i,i,i,i,i
CCCc1ccc(OCC(O)CN2CCN(C(=O)OCC)CC2)cc1 (configuration not stated),i,i,i,i,i,i,i,i,i,i,i
O=C(Nc1ccc(Cl)c(C(F)(F)F)c1)NC1CC2CCCC(C1)N2Cc1ccccc1 (configuration not stated),·,i,i,100*,i,i,i,i,i,i,i
COc1ccc(S(=O)(=O)N2CCCN(S(=O)(=O)c3ccc(OC)cc3C)CC2)c(C)c1,i,i,i,i,i,i,i,i,i,i,i
c1ccc2c(c1)CSc1sccc1C2=C1CCNCC1,i,i,i,i,i,i,i,i,i,i,i
CN(C)/C=N/NC(=O)C1Cc2c(ccc3ccccc23)O1 (configuration not stated),i,i,i,i,i,i,i,i,i,i,i
CCCCC(=O)Nc1nnc(S(=O)(=O)N2CCCCCC2)s1,i,i,i,i,i,i,i,i,i,i,i
CC(C)OCCCNC(=O)CN1C(=O)c2cccc3cccc1c23,i,i,i,i,i,i,i,i,i,i,i
CC(C)C[C@H](NC(=O)N1CC(=O)Nc2ccccc21)C(=O)N[C@H](Cc1c[nH]c2ccccc12)C(=O)O,i,i,i,i,i,i,i,i,i,i,i
CCC(C)(c1ccc(C(=O)OC)s1)c1ccc(C(=O)OC)s1,i,i,i,i,i,i,i,i,i,i,i
CCOC(=O)CSc1nc(N)c(C#N)c(CC(C)C)c1C#N,i,i,i,i,i,i,i,i,i,i,i
N#C/C(=C\c1cccs1)C(=O)Nc1ccccn1,i,i,i,i,i,i,i,-4.93*,i,i,i
COc1cccc(NC(=O)CSc2nc(N)cc(N)n2)c1,i,i,i,i,i,i,i,i,i,i,i
CCOC(=O)N1CC=C2C(C#N)=C(N)C(C#N)(C#N)[C@H](c3ccc(OC(C)C)c(OCC)c3)[C@H]2C1,i,i,i,i,i,i,i,i,i,i,i
O=C(c1ccco1)N1CCN(C(=O)c2ccccc2[N+](=O)[O-])CC1,i,i,i,i,i,i,i,i,i,i,i
Cn1cnnc1SCC(=O)Nc1ccc(N2CCOCC2)cc1,i,i,i,i,i,i,i,i,i,i,i
O=C(NCCN1C(=O)C2C3C=CC(C3)C2C1=O)N1CCCCC1 (configuration not stated),i,i,i,i,i,i,i,i,i,i,i
NC1=NC(c2cccc(O)c2)n2c(nc3ccccc32)N1 (configuration not stated),i,i,i,i,i,i,i,i,i,i,i
COc1ccccc1NS(=O)(=O)c1cc(NC(=O)c2ccncc2)ccc1N1CCCC1,i,i,i,i,i,i,i,i,i,i,i
COc1cc(CNCCO)ccc1OCC(=O)Nc1ccc(Br)cc1,i,i,i,i,i,i,i,i,i,i,i
Cc1cccc(Nc2nc(N)nc(CC(=O)CSc3ccc(Cl)cc3)n2)c1,·,i,i,i,i,i,i,i,i,i,i
O=S(=O)(N/N=C/c1ccccc1F)c1ccccc1,i,i,i,i,i,i,i,i,i,i,i
Cc1cc2c(c(SCC(=O)NCc3ccccc3Cl)n1)C(=O)OC2,i,i,i,i,i,i,i,i,i,i,i
CNC(=O)C(=O)NCC1CCCN1S(=O)(=O)c1cccs1 (configuration not stated),i,i,i,i,i,i,i,i,i,i,i
C=CCN1C(=O)CSc2ccc(C(=O)NCc3ccc(F)cc3)cc21,i,i,i,i,i,i,i,i,i,i,i
CCCCCc1cc(=O)[nH]c(=S)[nH]1,i,i,i,i,i,i,i,i,i,i,i
Cc1ccc(-c2nc(C3CCCN(S(=O)(=O)c4ccc(C)cc4)C3)no2)cc1 (configuration not stated),i,i,i,i,i,i,i,i,i,i,i
Nc1ccc2oc3ncccc3c(=O)c2c1,i,i,i,i,i,i,i,i,i,i,i
CCc1nc2scc(-c3ccc(C)cc3)c2c(=O)n1N,i,i,i,i,i,i,i,i,i,i,i
Cc1ccc(/C=N/n2nnnc2N)o1,i,i,i,i,i,i,i,i,i,i,i
CCOC(=O)CN1C(=O)N(CC)C(C)=C(C(=O)OC)[C@@H]1c1ccccc1,i,i,i,i,i,i,i,i,i,i,i
COc1nc(-c2ccccc2)nc(C)c1CC(=O)O,i,i,i,i,i,i,i,i,i,i,i
CCN1CCN(CC(=O)N2c3ccccc3CC2C)CC1 (configuration not stated),i,i,i,i,i,i,i,i,i,i,i
Cc1ccc(NC2CCCCC2NS(=O)(=O)c2ccccc2)c(C)c1 (configuration not stated),i,i,i,i,i,i,i,i,i,i,i
COCCCNC(=O)c1cc2c(=O)n3cccc(C)c3nc2s1,i,i,i,i,i,i,i,i,i,i,i
COc1ccccc1C(=O)NC(=O)COC(=O)c1ncc(Cl)c(Cl)c1Cl,i,i,i,i,i,i,i,i,i,i,i
# (more compounds)
SMILES,TMEM16A act,MrgX1 PAM,TRPC4 act,ANO1 block,MrgX1 ag,TRPC6 inhibitor,TRPC4 PAM,MrgX1 antag,TRPC4 block,RGS4 block,TRPC6 activator
CCOc1ccc2nc(SC3CC(=O)N(c4ccc(OC)cc4)C3=O)sc2c1 (configuration not stated),i,i,i,i,i,i,i,i,i,i,i
COCC(=O)NC1CCN(S(=O)(=O)c2ccc(C(=O)O)cc2)CC1,i,i,i,i,i,i,i,i,i,i,i
CC(=O)c1cccc(OCC(O)CNCC2COc3ccccc3O2)c1 (configuration not stated),i,i,i,i,i,i,i,i,i,i,i
COc1ccc(/C=N/Nc2nnc(C)n2N)cc1OC,i,i,i,i,i,i,i,i,i,i,i
CCOC(=O)c1cc(CC)sc1NC(=O)c1ccc(N2C(=O)CCC2=O)cc1,i,i,i,i,i,i,i,i,i,i,i
